DUSP3 inh: blocks the human dual specificity phosphatase VHR1; P51452; recombinant VHR phosphatase, colorimetric substrate read-out; inhibition, % at 20 µM; 0.7% of 50,000 active; AID 1992; in the data active = inhibition above about 60%; also: some results filed as inactive read as strong as hits
Target sequence (P51452 whole entry, looked up): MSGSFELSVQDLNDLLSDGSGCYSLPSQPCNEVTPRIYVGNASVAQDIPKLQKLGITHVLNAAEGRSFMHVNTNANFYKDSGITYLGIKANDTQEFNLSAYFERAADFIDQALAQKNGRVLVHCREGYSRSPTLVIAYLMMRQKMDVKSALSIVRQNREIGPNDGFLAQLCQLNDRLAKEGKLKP
An asterisk follows results filed as active. An excerpt; count on the stated rates, not on these rows.

SMILES	DUSP3 inh
O=C(O)CCn1c(O)c(C2=c3cc([N+](=O)[O-])ccc3=NC2=O)sc1=S	-1
Cc1ccc(S(=O)(=O)Nc2cc(Cl)c(O)c(C)c2C)cc1	-13
COc1ccc(CNS(=O)(=O)c2ccccc2[N+](=O)[O-])cc1	-6
N#C/C(=C/c1ccc(-c2cc(Cl)ccc2Cl)o1)C(=O)O	-21
COc1cc([N+](=O)[O-])ccc1NC(=O)c1ccc(I)cc1	-9
Cn1c(=O)c([N+](=O)[O-])c(N2CCN(C(=O)c3ccccc3)CC2)c2ccccc21	17
CC(/C=C1\SC(=S)N(C(C(=O)O)C(C)C)C1=O)=C\c1ccccc1 (stereo unspecified)	-7
Cc1ccc(OCC(=O)Nc2ccc(-c3nc4ccccc4o3)cc2)cc1C	16
O=C(Nc1cccc(Cl)c1)Nc1nnc(Cc2ccc(Cl)cc2)s1	-14
O=C(c1ccccc1)c1ccc(N=Cc2ccc([N+](=O)[O-])s2)cc1	12
CCOC(=O)c1c(NC(=S)NCc2ccccc2)sc2c1CCC2	-13
COc1ccc(/C=C2\SC(=S)N(CC(=O)Nc3nccs3)C2=O)cc1OC	-6
O=C(O)C(Cc1ccccc1)N1C(=O)/C(=C/c2ccc(O)cc2)SC1=S (stereo unspecified)	-14
Cc1csc(Nc2ccccc2)[n+]1CCO	4
COc1ccc(/C=N/NS(=O)(=O)c2ccc(C)cc2)cc1OCc1ccccc1	-10
Cc1ccc(CN2CCN(N=Cc3ccc(N(C)C)cc3)CC2)c(C)c1	48
O=c1[nH]c(NCCO)nc2sc3c(c12)CCCC3	-16
CN(C)CCC(=O)c1ccc(Cl)c(Cl)c1	-10
COc1cccc(NC(=O)COc2ccccc2C)c1	-6
Cc1ccc2oc(-c3cc(NC(=O)c4ccc5c(c4)OCCO5)ccc3O)nc2c1	-8
COc1cccc(CN2CCN(Cc3ccccc3Br)CC2)c1	3
CCOC(=O)C1=NNC2C(=O)N(c3ccc(Cl)cc3Cl)C(=O)C12 (stereo unspecified)	116*
COC(=O)c1c(NC(=O)COc2ccccc2)sc2c1C(C(=O)OC)CC2 (stereo unspecified)	1
NNC(=O)c1sc2cccc(Cl)c2c1Cl	-2
CC(=O)N(C(C)=O)c1ccc(-c2ccco2)cc1	-6

Remaining list, next part.
SMILES	DUSP3 inh
CC(C)(C)NC(=S)Nc1ccccc1	2
O=[N+]([O-])c1ccc(Sc2nnnn2-c2ccccc2)nc1	0
COC(=O)C1=C(C)NC(C)=C(C(=O)OC)C1c1cn(-c2ccccc2)nc1-c1ccc(S(=O)(=O)N2CCOCC2)cc1	-21
COc1ccc(CCNC(=O)c2c(Cl)ccc(Cl)c2OC)cc1OC	-10
COc1ccc2c(Cl)c(C(=O)N3CCN(CCN4C(=O)c5cccc6cccc(c56)C4=O)CC3)sc2c1	-33
COc1cc(/C=C2/C(=O)NN(c3ccc(Br)cc3)C2=O)c([N+](=O)[O-])cc1OC	-10
CN(C)c1ccc(C(=O)C(O)c2ccc(C(C)(C)C)cc2)cc1 (stereo unspecified)	-8
CC(C)(C)c1ccc(OCC(=O)Nc2cccc([N+](=O)[O-])c2)cc1	-15
CP(=O)(c1ccc(C(N)=O)cc1)c1ccc(C(N)=O)cc1	-13
CC(C)Oc1ccc(-c2nc3sc4c(c3c(=O)[nH]2)CCCC4)cc1	0
Cc1cc(C)n(-c2cc(N/N=C/c3cccc(Cl)c3)nc(C)n2)n1	-2
Cc1ccc(NC(=O)c2c(-c3ccccc3Cl)noc2C)nc1	-6
O=C(Nc1cccc(-c2nc3ccccc3o2)c1)c1ccc(N2C(=O)C3C4C=CC(C4)C3C2=O)cc1 (stereo unspecified)	1
Cn1c(=O)c2c(nc(N3CCCCC3)n2C)n(C)c1=O	-9
CC(=O)Nc1ccc(N2C(=O)c3cccc4c(C(=O)c5ccccc5)ccc(c34)C2=O)cc1	17
COc1cc([N+](=O)[O-])ccc1NC(=O)c1cccc2ccccc12	-5
O=C(/C=C/c1ccccc1)NCc1ccc(F)cc1	-7
C=CCNC(=O)c1ccc(-c2cccc([N+](=O)[O-])c2)o1	-8
Cc1ccccc1NC(=O)CSCc1ccccc1	-29
Cn1/c(=N/N=C/c2cccc(Cl)c2Cl)sc2ccccc21	1
Cc1ccc(S(=O)(=O)N2CCC(C(=O)O)CC2)cc1	-14
CCc1cc2c(cc1C(=O)c1ccccc1)OCCO2	-10
CC1CCCN(C(=O)c2ccccc2NC(=O)c2ccc(Cl)cc2)C1 (stereo unspecified)	-4
CC(=O)Nc1ccn(-c2ccccc2)n1	4
COC(=O)C1=C(C)NC(=S)NC1c1ccc(OCC(=O)N2CCCCC2)c(OC)c1 (stereo unspecified)	-20

The results go on.
SMILES	DUSP3 inh
COc1ccc(OC)c(NC(=O)C(C)Oc2ccc(Cl)cc2Cl)c1 (stereo unspecified)	-5
CCOC(=O)C1=C(C)NC(C)=C(C(=O)OC)C1c1ccc(C)cc1 (stereo unspecified)	0
CN(c1ccccc1)S(=O)(=O)c1ccc(F)cc1	-11
CC1=C(C(=O)OCc2ccccc2)C(c2ccsc2)NC(=O)N1C (stereo unspecified)	-6
COc1ccc(/C=C/C(=O)Nc2ccc(OC)cc2OC)cc1	-26
CC(NC(=S)NCc1ccccc1)C1COc2ccccc2O1 (stereo unspecified)	18
NC(=O)C1CCN(C(=O)c2cccc(C#CC3(O)CCCCC3)c2)CC1	8
O=S1(=O)N=C(OCc2ccccc2)c2ccccc21	-2
Cc1ccc2c(Cl)c(C(=O)NCC3CCCO3)sc2c1 (stereo unspecified)	-7
Cc1oc2cc(OCc3ccc([N+](=O)[O-])cc3)ccc2c(=O)c1-c1nc2ccccc2n1C	-24
COc1cc(/C=N\NC(=O)CNc2ccccc2C)ccc1OC(C)=O	7
Brc1ccc(-c2nnc(SCc3ccccc3)o2)cc1	2
COc1ccc(-c2cc(C(F)(F)F)n3nc(C(=O)Nc4cc(C)ccc4O)cc3n2)cc1OC	-2
CSc1ccc(S(=O)(=O)N(CC(=O)Nc2ccc(C)cc2)c2ccc(C)cc2)cc1	-3
COc1ccc(NC(=O)C(=O)NCc2ccccc2Cl)cc1	-6
C=CCN1C(=O)NC(=O)/C(=C\c2ccccc2OCc2ccc([N+](=O)[O-])cc2)C1=O	-24
Cc1c(NC(=O)/C=C/c2cccc3ccccc23)c(=O)n(-c2ccccc2)n1C	-13
O=C(Cc1ccc(F)cc1F)Nc1ccc(I)cc1	-7
NC(=O)c1ccccc1N=Cc1ccccc1[N+](=O)[O-]	1
CCCCn1c(=O)c(C(=O)Nc2cccc(O)c2)c(O)c2ccccc21	-26
CC(C)(C)C1CCc2c(sc(NC(=O)c3ccc(F)cc3)c2C(N)=O)C1 (stereo unspecified)	2
CC1=CC(C)(C)Nc2ccc(OC(=O)C3CCCO3)cc21 (stereo unspecified)	-8
O=C(CN(c1ccccc1)S(=O)(=O)c1ccccc1[N+](=O)[O-])N1CCOCC1	12
CC(=O)Oc1cccc(Oc2ccc([N+](=O)[O-])cc2)c1	-2
C=CCN(CC=C)C(=O)C(C)Oc1ccccc1 (stereo unspecified)	-2

Copied from the list.
Entry for COc1ccc(-c2cc(C(F)(F)F)n3nc(C(=O)Nc4cc(C)ccc4O)cc3n2)cc1OC in DUSP3 inh: -2
Entry for Cc1ccccc1NC(=O)CSCc1ccccc1 in DUSP3 inh: -29

(cont.)
SMILES	DUSP3 inh
Cc1cc(C)cc(OCCCc2c(C)n[nH]c2C)c1	0
COc1ccc(N(CC(=O)Nc2cccc(Br)c2)S(=O)(=O)c2ccccc2)cc1Cl	-14
O=C(O)CCCCCN1C(=O)C(O)=C(C(=O)/C=C/c2ccccc2)C1c1ccc(F)cc1 (stereo unspecified)	-4
COc1ccc(C(=O)NN=C2CCN(Cc3ccccc3)CC2)cc1OC	-5
COc1c2c(nc3ccccc13)OC(C(C)(O)COC(C)=O)C2 (stereo unspecified)	-4
CCOC(=O)C1=C(C)N(CCOC)C(=O)/C1=C\c1sccc1C	1
CC(C)CCOc1cccc(C(=O)Nc2ccc(Cl)c(NC(=O)c3ccccc3)c2)c1	-26
Cc1ccc(OCC(=O)Nc2ccccc2C(F)(F)F)c(C)c1	3
S=c1[nH]nc(-c2ccccc2)n1/N=C/c1ccc2c(c1)OCO2	-24
O=C(/C=C/Nc1ccccc1NS(=O)(=O)Cc1ccccc1)c1ccc2c(c1)OCO2	-11
O=[N+]([O-])c1ccc(S(=O)(=O)N2CCSC2c2ccc3c4c(cccc24)CC3)cc1 (stereo unspecified)	4
COc1ccc(OP(=O)(Oc2ccccc2)Oc2ccc(OC)cc2)cc1	-10
O=C(Nc1cccc(Br)c1)C1CC1	-9
O=[N+]([O-])c1ccc(NCCOc2ccccc2F)c2cccnc12	-9
COc1ccc(N2C(=O)CC(NC3CCCCC3)C2=O)cc1 (stereo unspecified)	-12
CC1CC(C)(C)CC2(C1)NC(=S)N(c1ccccc1)N2 (stereo unspecified)	-2
COC(=O)c1c(C)oc2cc(Br)c(O)cc12	-10
Cc1cc(N2C(=O)c3ccc(S(=O)(=O)c4ccc(C(=O)O)cc4)cc3C2=O)ccc1[N+](=O)[O-]	-17
CC1CCc2c(sc(NC(=O)c3ccc(Br)cc3)c2C#N)C1 (stereo unspecified)	-4
CCC(=O)N(Cc1ccc(OC)c(OC)c1)C1CC(C)N(C)CC1C (stereo unspecified)	-11
CCOC(=O)COc1ccc(/C=c2/sc3nc4cc(C)c(C)cc4n3c2=O)cc1OC	-22
COc1ccc(CNCc2cccc(Cl)c2)cc1OC	-4
Cc1c(OCC(=O)OCc2ccccc2)ccc2c3c(c(=O)oc12)CCCC3	-3
Cc1cccc(OCCn2cc(/C=C3/SC(=S)N(C)C3=O)c3ccccc32)c1	-6
Cc1cc2nn(-c3ccccc3)nc2cc1NC(=O)c1ccc(Br)cc1	13

Reformatted: 20 of the compounds above.
Compound,DUSP3 inh
CCOC(=O)C1=C(C)N(CCOC)C(=O)/C1=C\c1sccc1C,1
CC(C)CCOc1cccc(C(=O)Nc2ccc(Cl)c(NC(=O)c3ccccc3)c2)c1,-26
Cc1ccc(OCC(=O)Nc2ccccc2C(F)(F)F)c(C)c1,3
S=c1[nH]nc(-c2ccccc2)n1/N=C/c1ccc2c(c1)OCO2,-24
O=C(/C=C/Nc1ccccc1NS(=O)(=O)Cc1ccccc1)c1ccc2c(c1)OCO2,-11
O=[N+]([O-])c1ccc(S(=O)(=O)N2CCSC2c2ccc3c4c(cccc24)CC3)cc1 (stereo unspecified),4
COc1ccc(OP(=O)(Oc2ccccc2)Oc2ccc(OC)cc2)cc1,-10
O=C(Nc1cccc(Br)c1)C1CC1,-9
O=[N+]([O-])c1ccc(NCCOc2ccccc2F)c2cccnc12,-9
COc1ccc(N2C(=O)CC(NC3CCCCC3)C2=O)cc1 (stereo unspecified),-12
CC1CC(C)(C)CC2(C1)NC(=S)N(c1ccccc1)N2 (stereo unspecified),-2
COC(=O)c1c(C)oc2cc(Br)c(O)cc12,-10
Cc1cc(N2C(=O)c3ccc(S(=O)(=O)c4ccc(C(=O)O)cc4)cc3C2=O)ccc1[N+](=O)[O-],-17
CC1CCc2c(sc(NC(=O)c3ccc(Br)cc3)c2C#N)C1 (stereo unspecified),-4
CCC(=O)N(Cc1ccc(OC)c(OC)c1)C1CC(C)N(C)CC1C (stereo unspecified),-11
CCOC(=O)COc1ccc(/C=c2/sc3nc4cc(C)c(C)cc4n3c2=O)cc1OC,-22
COc1ccc(CNCc2cccc(Cl)c2)cc1OC,-4
Cc1c(OCC(=O)OCc2ccccc2)ccc2c3c(c(=O)oc12)CCCC3,-3
Cc1cccc(OCCn2cc(/C=C3/SC(=S)N(C)C3=O)c3ccccc32)c1,-6
Cc1cc2nn(-c3ccccc3)nc2cc1NC(=O)c1ccc(Br)cc1,13

(further entries)
SMILES	DUSP3 inh
CN1C(=O)/C(=C\c2cc(Cl)ccc2OCc2ccc(F)cc2)SC1=S	-14
Cc1ccc(C(=O)Nc2c(C(=O)NCc3ccco3)cnn2-c2ccccc2)cc1	-18
O=C(CSc1nnc(-c2ccc(Br)cc2)o1)NCc1ccccc1	12
COc1cc(C=O)ccc1OCCSc1ccc(C)cc1	7
CSc1nc2ccc(NC(=O)c3ccc(Br)cc3F)cc2s1	-5
C=CCN1C(=O)/C(=C\c2ccc(OCc3ccc(Br)cc3)c(OC)c2)SC1=S	-10
Cc1ccccc1N=Cc1c(O)n(-c2ccccc2Cl)c(=O)[nH]c1=O	-19
Cc1ccccc1-n1c(O)c(C=NCCCn2ccnc2)c(=O)[nH]c1=O	-5
O=C(NCCCNc1ccc(C(F)(F)F)cc1[N+](=O)[O-])c1cc(F)c(F)cc1Cl	-6
O=C(Nc1ccc(Cl)c(Cl)c1)Nc1nnc(CSCc2ccccc2)s1	-5
Cc1c(Cl)cccc1NC(=O)Cn1cnc([N+](=O)[O-])n1	3
COc1ccc(C(O)c2cnc(C(C)C)n2C)cc1OC (stereo unspecified)	-4
O=C(c1ccco1)c1coc2ccc(Cl)cc2c1=O	-15
CCC(C)N1CCN(Cc2cc(Br)ccc2OC)CC1 (stereo unspecified)	-14
CCCCN(CC)Cc1c(O)ccc2c(-c3ccccc3)cc(=O)oc12	-7
COc1cc(OC)cc(C(=O)Nc2sc3c(c2C(N)=O)CCC(C)C3)c1 (stereo unspecified)	25
Cc1cc(OCC(=O)NCc2ccccc2)cc(C)c1Cl	-19
COc1ccc(OC)c(C2/C(=C(\O)c3ccccc3)C(=O)C(=O)N2CCCC(=O)O)c1 (stereo unspecified)	28
CCOC(=O)c1oc2ccc(C=NCc3ccccc3)c(Cl)c2c1C	3
O=C(CCNc1n[nH]c(=O)[nH]c1=O)N/N=C/c1c[nH]c2ccccc12	-6
Cc1cccc(NC(=O)c2ccc3ccccc3n2)c1	-3
CC(=O)C1C(c2ccc(N(C)C)cc2)c2c(noc2C)CC1(C)O (stereo unspecified)	3
O=C(Nc1cc(-c2nc3ccccc3s2)ccc1Cl)c1cc(I)ccc1Cl	14
O=S(=O)(Nc1ccc(Nc2ccccc2)cc1)c1ccc2ccccc2c1	0
COC(=O)c1c(NC(=O)CCC2CCCC2)sc2c1CCC2	-11
O=C(COc1ccc(Cl)cc1)N1CCN(C(=O)c2ccc(-c3ccccc3)cc2)CC1	3
CCC(=O)Oc1ccc2c(C)c(Cl)c(=O)oc2c1	2
Cc1cc(=O)oc2cc(OCc3cccc(Cl)c3)c(Cl)cc12	-9
